# Screens (PubChem BioAssay)
# Autophagy mod: autophagy modulators in MEF cells, primary screen, imaging, high-content, MEF GFP-LC3. 190,000 compounds, 0.98% hits. calls only at 10 µM (by protocol). MEF GFP-LC3 puncta imaging; test concentration mostly 10 µM;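 active = percentage of spot-positive cells more than 3 SD above its plate mean, without a fluorescence outlier flag or 80% toxicity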;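 also: spot-positive cell cutoff set from DMSO-treated cells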
# Dynein cargo inh: inhibitors of GR-EGFP nuclear translocation, primary screen, dynein cargo transport inhibitor project, imaging, high-content, 3617.4 mouse cells | test concentration mostly 20 µM; stimulated with dexamethasone, 1 µM; stronger effect = lower value | 220,000 compounds, 0.47% hits | z-score, hits read low;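 active = plate z-score of nuclear minus cytoplasmic receptor signal below a set negative limit, without overly bright fluorescence or cell loss, cut at about -3.5 in these data, passing the limit was not always enough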;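 also: z-score of nuclear minus cytoplasmic ring GR-EGFP intensity difference per well; some compounds called inactive have numbers as strong as hits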
#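 Also added: dexamethasone, 1.0 µM final. Medium: tet-free, stripped-serum medium. Detection: fixed, Hoechst-stained cells imaged at 10x for EGFP. Read-out: nuclear-to-cytoplasmic GR-EGFP distribution per well. Times: induction 48 h, compound 1 h, agonist 30 min.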
# Yfh1-depleted yeast: enhancers of respiration in Yfh1-depleted yeast, dose response, Friedreich's ataxia, plus single-dose screen (AID 1465) | S. cerevisiae Yfh1-off respiration, WST-1 reduction, 72 h; higher fold induction means a stronger effect | one-dose fold induction at 50 µM; EC50 in µM for titrated hits | 220,000 compounds, 0.074% hits;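 active = fold induction of absorbance versus untreated yeast above a set limit, then at least 30% activation at any dose in follow-up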;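 also: activators that raise dye reduction in frataxin-depleted yeast; strong numbers were not always called active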
# HEK293 NOD2/NF-kB: NOD2 signaling inhibitors, cell-based, luminescence, uHTS, HEK293 (AID 1566); HEK293 NOD2/NF-kB luciferase reporter, luminescence; higher % means a stronger effect; 290,000 compounds, 0.63% hits; one-dose inhibition, % at 4 µM; EC50 in µM for titrated hits; in the data active = inhibition above about 50%; also: many of its hits are not listed in these tables
# bCat nuc transl: modulators of beta-catenin nuclear translocation, primary screen, imaging, HeLa cells, immunofluorescence, high-content. nuclear translocation activity, % at 5 µM. 190,000 compounds, 0.3% hits. AID 1665, 2009;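 active = nuclear translocation activity above 50% at 5 µM, with a well cell count of 50 or more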;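 also: per-cell ratio of nuclear to cytoplasmic median beta-catenin stain intensity; plate controls were DMSO negative control for no effect and GSK-3 inhibitor IX positive control for full effect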
#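 System: Human HeLa cells, endogenous beta-catenin | Compound dosing: 5 µM primary, 0.02–20 µM confirmation | Timing: 24 h compound exposure at 37°C, 5% CO2 | Measured by: Fluorescence imaging of beta-catenin antibody stain plus DAPI | Read-out basis: % activation of per-cell nuclear versus cytoplasmic median beta-catenin signal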
# Ins promoter up: insulin promoter activators in MIN6 cells, imaging, high-content screening, mouse beta cells; MIN6 insulin promoter-GFP reporter; stronger effect = higher value; z-score at 5 µM; 190,000 compounds, 0.3% hits;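 active = z-score above 3 at 5 µM with at least 500 cells counted in the well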
# NOD1 inhibition: NOD1 signaling inhibitors, primary screen, cell-based, luminescence, uHTS (AID 1578); NOD1-driven NF-kB luciferase reporter cells, luminescence; higher % means a stronger effect; 290,000 compounds, 1% hits; one-dose inhibition, % at 4 µM; EC50 in µM for titrated hits; in the data active = inhibition mostly above about 36%, no sharp cut-off; inactive = mostly below about 34%;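 also: HEK-293T reporter cells stimulated with the NOD1 agonist gamma-tri-DAP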
# MT stabilizer: microtubule stabilizers in HeLa cells, primary screen, imaging, high-content imaging; HeLa tubulin immunostaining HCS, 24 h; share of cells brighter than vehicle mean+2SD; % tubulin-high responders, % at 10 µM; 200,000 compounds, 0.83% hits;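 active = plate Z-score above 3 for both tubulin-high and condensed-nucleus cell shares, with cell loss under 80%, at 10 µM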;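 also: anti alpha tubulin signal scored within the nucleus-defined area of each cell; some results filed as inactive read as strong as hits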
# P. falciparum M17LAP: P. falciparum M17LAP inhibitors, primary screen, biochemical, fluorogenic H-Leu-NHMec substrate, 1536-well (AID 1619); Leucine aminopeptidase (Plasmodium falciparum (isolate 3D7)); recombinant M17LAP, H-Leu-NHMec fluorogenic kinetic assay; higher % means a stronger effect; inhibition, % at 30 µM; hits with a dose series show IC50 in µM; 220,000 compounds, 0.38% hits;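 active = compound inhibiting the enzyme by more than half at any dose during confirmatory dose-response retesting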;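 also: plate controls were full reaction with DMSO carrier for no effect and no enzyme background for full effect; strong numbers were not always called active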
# Dynein cargo inh cytoplasmic EGFP: second read-out of Dynein cargo inh, no call of its own (marks repeat the call); z-score; measured here: cytoplasmic GR-EGFP intensity; stronger effect = higher value
# Dynein cargo inh nuclear GR-EGFP: recorded beside Dynein cargo inh, whose call it bears; z-score; measured here: nuclear GR-EGFP intensity;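 lower value marks the stronger effect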
# Dynein cargo inh cell count: recorded beside Dynein cargo inh, whose call it bears; z-score; measured here: cell count per field
# Ins promoter up cell count: recorded beside Ins promoter up, whose call it bears; cell count; measured here: cytotoxicity, nuclei count;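 total cells summed across four imaged fields per well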
# bCat nuc transl cell count 5 µM: also measured in bCat nuc transl; calls as there; cell count; measured here: cell count, cytotoxicity flag
# MT stabilizer Hoechst-high %: recorded beside MT stabilizer, whose call it bears; % Hoechst-high responders; measured here: nuclear condensation Hoechst responders;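 share of cells brighter than vehicle mean plus two SD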
# MT stabilizer cytotoxicity %: also measured in MT stabilizer; calls as there; toxicity, %; measured here: cytotoxicity by cell density;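 0% = mean cell density of plate MIN control wells and 100% = no cells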
# Autophagy mod cell loss 18 h: also measured in Autophagy mod; calls as there; toxicity, %; measured here: cell loss, nuclei count;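 cell loss after 18 h compound exposure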
# * = called active by the depositor; i = inactive; . = not tested or not shown. The list is partial; count on the stated rates, not on these rows.
# Preview (two entries):
SMILES,Autophagy mod,Autophagy mod cell loss 18 h,Dynein cargo inh,Dynein cargo inh cytoplasmic EGFP,Dynein cargo inh nuclear GR-EGFP,Dynein cargo inh cell count,Yfh1-depleted yeast,HEK293 NOD2/NF-kB,bCat nuc transl,bCat nuc transl cell count 5 µM,Ins promoter up,Ins promoter up cell count,NOD1 inhibition,MT stabilizer,MT stabilizer Hoechst-high %,MT stabilizer cytotoxicity %,P. falciparum M17LAP
Cc1cc(C(=O)OCC(=O)Nc2cc(S(=O)(=O)N3CCOCC3)ccc2Cl)c(C)o1,i,1,-0.024,-0.14,-0.069,0.2,i,-1%,.,.,0.42,1199,-11%,1.0,1.6,6.7,-4%
COc1cccc(CNC(=O)C(Cc2ccccc2)n2cccc2)c1 (stereo not given),.,.,0.82,-0.2,0.99,-1,i,-55%,-0.7,1318,1.5,932,-9%,.,.,.,-20%

# All compounds of this part, previewed entries included:
SMILES,Autophagy mod,Autophagy mod cell loss 18 h,Dynein cargo inh,Dynein cargo inh cytoplasmic EGFP,Dynein cargo inh nuclear GR-EGFP,Dynein cargo inh cell count,Yfh1-depleted yeast,HEK293 NOD2/NF-kB,bCat nuc transl,bCat nuc transl cell count 5 µM,Ins promoter up,Ins promoter up cell count,NOD1 inhibition,MT stabilizer,MT stabilizer Hoechst-high %,MT stabilizer cytotoxicity %,P. falciparum M17LAP
Cc1cc(C(=O)OCC(=O)Nc2cc(S(=O)(=O)N3CCOCC3)ccc2Cl)c(C)o1,i,1,-0.024,-0.14,-0.069,0.2,i,-1%,.,.,0.42,1199,-11%,1.0,1.6,6.7,-4%
COc1cccc(CNC(=O)C(Cc2ccccc2)n2cccc2)c1 (stereo not given),.,.,0.82,-0.2,0.99,-1,i,-55%,-0.7,1318,1.5,932,-9%,.,.,.,-20%
COc1ccc(CCNC(=O)CCn2c(SCC(=O)N3CCCC3)nc3ccccc3c2=O)cc1OC,.,.,-0.14,-0.13,0.73,-1.1,i,1%,0.6,1260,0.04,840,2%,.,.,.,16%
Brc1ccc2c(c1)C(c1ccc(N3CCOCC3)cc1)=NNC(c1cccs1)=N2,i,0,-0.1,-0.32,0.15,-0.45,i,-2%,-1.0,1109,1.2,1964,-2%,1.3,1.0,13,-12%
COc1ccc(CNC(=O)C(C)N=C2NS(=O)(=O)c3ccccc32)cc1OC (stereo not given),i,4,0.64,-0.15,0.57,-1.1,i,-3%,0.3,1047,0.47,1621,-7%,2.6,1.4,6.7,7%
Cc1ccc(C(C)C)c(OCCN)c1,i,8,-0.91,-0.3,-0.68,1.1,i,-1%,.,.,.,.,-5%,3.6,2.3,9.2,-13%
COC(=O)c1ccc(C(=O)OC)c(NC(=O)CN(c2ccccc2)S(=O)(=O)N(C)C)c1,i,-15,-0.82,-0.12,-0.43,1.2,i,16%,-1.3,1013,-1.3,1414,-27%,3.8,1.6,5.2,1%
COC(=O)c1cn(NC(=O)CC2CCCCC2)c(=O)c2ccccc12,i,-8,0.72,-0.11,1.1,-0.97,i,-5%,-0.2,1114,0.47,1216,-17%,5.1,1.7,7.2,2%
O=C(CSc1nc(Nc2ccccc2)nc(N2CCOCC2)n1)Nc1ccc([N+](=O)[O-])cc1,i,-5,1.2,-0.21,0.53,-0.15,i,21%,6.7,1029,-0.9,812,20%,2.1,0.7,0.6,-8%
CCOc1ccc(C(F)(F)F)cc1NC(=O)c1ccc(OC)c([N+](=O)[O-])c1,i,11,1,-0.15,0.91,0.15,i,4%,1.5,1301,-0.38,1739,5%,3.1,1.6,11,-2%
CCOc1ccc(S(=O)(=O)NCc2ccccc2OC)cc1,i,-17,2.1,0.21,1.8,-1.4,i,16%,1.0,1491,-0.15,1471,0%,4.0,1.4,6.7,-6%
CCOc1ccc(CN2CCNC(=O)C2CC(=O)NCCCn2ccnc2)cc1 (stereo not given),i,-20,-0.79,-0.32,-0.56,0.78,i,12%,-0.6,1123,-0.76,1348,-19%,2.5,1.6,5.7,3%
COc1ccc(-n2cnnc2SCC(=O)N(C)C2CCS(=O)(=O)C2)cc1 (stereo not given),i,-34,-1,-0.22,-0.21,0.83,i,3%,1.0,1086,-0.89,943,-17%,1.9,1.4,5.6,1%
CCOC(=O)c1c(CSC(=N)N)n(C)c2cc(Br)c(OC(C)=O)cc12,.,.,-1.4,0.32,-0.68,-0.81,i,20%,-1.5,1377,-0.33,1051,-3%,.,.,.,0%
CCn1c2ccccc2c2cc(NC(=O)CSc3nnc(-c4cccc(OC)c4)n3N)ccc21,i,-36,-0.092,-0.22,-0.21,-0.086,i,-5%,-0.4,1106,0.01,1704,-10%,4.7,1.3,9.3,5%
COC(=O)C1=C(C)NC2=C(C(=O)CC(C)(C)C2)C1c1cn(Cc2ccc(Br)cc2)nc1-c1ccccc1 (stereo not given),i,4,0.41,-0.22,0.73,-0.11,i,-5%,1.8,1182,0.07,1416,-6%,3.7,2.1,7.0,-5%
Cc1cc(C)nc(N/N=C/c2ccco2)n1,i,4,-0.34,-0.23,-0.29,0.67,i,12%,0.8,1199,-0.83,941,-27%,2.0,1.8,10,23%
O=C(NNc1nc(N2CCOCC2)nc(N2CCOCC2)n1)Nc1ccc(Cl)cc1,i,-1,-0.02,-0.35,-0.052,0.33,i,15%,-3.9,1140,1,1598,-47%,6.0,1.2,8.2,-3%
Cc1ccnc(Sc2ncccc2[N+](=O)[O-])n1,i,-9,0.47,-0.058,0.42,-0.43,i,2%,-1.9,1200,.,.,-1%,1.1,0.9,9.1,3%
Cc1cc(OC(C)C(=O)N/N=C/CC(C)c2ccccc2)ccc1Cl (stereo not given),i,44,0.33,-0.24,0.4,0.12,i,20%,4.3,941,1.6,952,2%,2.4,1.4,4.4,-8%
C/C(=N\NC(=S)Nc1c(C)cccc1C)c1cc2ccccc2o1,i,-16,-0.57,-0.23,0.55,-0.29,i,5%,.,.,-1.1,1367,40%,4.0,3.1,0.7,14%
O=S(=O)(NC1CCCCC1Sc1ncccn1)c1ccccc1 (stereo not given),i,-4,1.1,-0.22,0.74,-0.94,i,-13%,-3.4,1152,-0.32,1450,-14%,4.1,2.2,6.1,-3%
Cc1ccccc1N=C1c2cc([N+](=O)[O-])ccc2-c2ncccc21,i,2,0.75,1.5,0.97,-1.1,i,16%,2.6,996,-0.79,1382,-10%,1.9,3.1,11,1%
COc1ccc(Cl)cc1S(=O)(=O)n1nnc2ccccc21,i,7,-1,-0.28,-0.5,0.077,i,5%,-2.1,1178,0.31,1202,9%,6.7,4.3,6.3,49%
CC(=O)C1=C(C)NC2=C(C(=O)CC(C)(C)C2)C1C (stereo not given),i,11,-0.11,-0.24,-0.45,1,i,9%,0.0,1125,0.01,1212,-3%,2.6,2.7,5.3,12%
Cn1c(CCNC(=O)c2ccccc2)nc2ccccc21,i,-7,-0.23,-0.21,-0.18,0.39,i,0%,1.3,1015,0.18,1128,7%,4.6,3.5,3.2,5%
CC(NC(=O)CNC(=S)N(Cc1ccccc1)Cc1cccnc1)c1ccccc1 (stereo not given),i,14,0.62,-0.25,-0.052,0.5,i,0%,.,.,-0.53,1207,-20%,4.4,2.5,13,5%
Cc1cc(C)nc(N2N=C(CSc3ccc(Cl)cc3)CC2=O)n1,i,18,-0.5,-0.25,-0.21,0.6,i,8%,-0.5,1121,-0.39,1240,-10%,3.0,2.1,5.6,8%
Cc1ccc(-c2nnc(SCC(=O)Nc3ccc4c(c3)OCCO4)n2N)cc1,i,3,0.071,0.024,0.74,-0.06,i,13%,0.9,1146,0.24,1352,-10%,6.0,2.7,11,13%
CC(=O)N1CCN(CCN=CC2=C(O)CC(c3ccco3)CC2=O)CC1 (stereo not given),i,2,0.44,-0.23,0.58,0.5,i,3%,-4.4,884,0.58,1161,7%,2.6,1.7,4.6,12%
CCOc1ccc(S(=O)(=O)N(C)c2ccc(OCC(=O)Nc3nc(-c4cc(OC)ccc4OC)cs3)cc2)cc1,i,14,1.7,0.29,0.88,-0.8,i,11%,-4.2,1205,-0.1,1469,-13%,5.1,3.2,2.4,11%
CNS(=O)(=O)c1cccc2cccnc12,i,4,-1.9,-0.24,-0.98,1.2,i,-8%,-3.0,1225,0.67,972,-3%,2.2,1.6,2.4,1%
COc1cccc(/C=N/NC(=S)Nc2cccc(S(=O)(=O)N(C)C)c2)c1,.,.,-0.39,-0.21,0.23,1.2,i,2%,-1.0,1382,-0.12,1081,18%,.,.,.,-10%
CCOC(=O)CC1C(=O)NCCN1C(=O)Nc1ccc(Cl)cc1 (stereo not given),i,-1,-0.53,0.59,0.1,0.36,i,-16%,-5.7,1161,-0.28,1236,-17%,2.1,1.8,9.1,19%
CCOc1ccc(OCCOc2ncnc3ccccc23)cc1,i,-4,1.2,-0.22,-0.55,-0.47,i,-32%,0.6,1378,-0.15,1598,-14%,2.9,1.8,4.1,0%
Cc1c(C(=O)N(C)C)c2ccc(Cl)cc2n1O,i,-10,-0.017,-0.045,-0.36,0.81,i,20%,.,.,-0.43,1176,-12%,4.6,2.9,4.9,-1%
O=C(NCc1ccc(F)cc1)C1CCCN(S(=O)(=O)c2cccnc2)C1 (stereo not given),i,-2,-0.27,-0.18,-0.0083,0.18,i,22%,-2.1,838,3.5*,1208*,6%,1.5,1.7,10,5%
COc1cc(OC)cc(C(=O)N2CCN(C3CCN(Cc4ccccc4)CC3)CC2)c1,i,-10,-0.35,-0.3,-0.17,0.31,i,-26%,-1.2,996,2.3,884,5%,1.3,1.3,7.9,22%
